Source: PubChem BioAssay
BAP1 inh = inhibitors of human BAP1 deubiquitinase | Q92560 | activity remaining (% of control), % at 20 µM | 0.48% of 72,000 active | recombinant BAP1, Ub-AMC hydrolysis fluorescence kinetic; stronger effect = lower value;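 active = activity remaining at or below 50% of control, provided the compound also passes the data quality filters; inactive = the rest, including low values that fail the filters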;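 note: 100% = DMSO wells rate and 0% = substrate alone blank rate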
Target sequence (Q92560 whole entry, looked up): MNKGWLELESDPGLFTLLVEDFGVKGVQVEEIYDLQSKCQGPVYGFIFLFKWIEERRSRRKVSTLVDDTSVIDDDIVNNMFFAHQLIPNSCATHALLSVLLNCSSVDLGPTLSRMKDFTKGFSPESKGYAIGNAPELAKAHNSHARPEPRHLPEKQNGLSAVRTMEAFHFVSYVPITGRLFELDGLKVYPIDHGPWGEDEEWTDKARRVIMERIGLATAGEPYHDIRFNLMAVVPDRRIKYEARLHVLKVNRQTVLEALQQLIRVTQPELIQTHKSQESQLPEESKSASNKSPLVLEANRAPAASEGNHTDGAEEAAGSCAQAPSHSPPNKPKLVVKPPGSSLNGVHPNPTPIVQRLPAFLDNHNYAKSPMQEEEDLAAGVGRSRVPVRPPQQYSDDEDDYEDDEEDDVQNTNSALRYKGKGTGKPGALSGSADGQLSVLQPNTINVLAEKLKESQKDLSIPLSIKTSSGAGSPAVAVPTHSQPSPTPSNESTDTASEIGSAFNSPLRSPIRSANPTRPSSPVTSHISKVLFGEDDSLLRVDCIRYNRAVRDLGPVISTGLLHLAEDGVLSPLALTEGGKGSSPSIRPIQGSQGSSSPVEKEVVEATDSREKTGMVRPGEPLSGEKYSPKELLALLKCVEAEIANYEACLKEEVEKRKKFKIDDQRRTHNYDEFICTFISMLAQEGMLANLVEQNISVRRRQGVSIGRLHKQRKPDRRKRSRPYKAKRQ
HePTP inh = blocks human HePTP tyrosine phosphatase; P35236; recombinant HePTP phosphatase activity, OD absorbance; inhibition, % at 20 µM; 0.64% of 110,000 active; AID 521; in the data active = inhibition above about 50%;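 note: plate controls were vehicle for no effect and reference inhibitor for full effect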
Target sequence (P35236 whole entry, looked up): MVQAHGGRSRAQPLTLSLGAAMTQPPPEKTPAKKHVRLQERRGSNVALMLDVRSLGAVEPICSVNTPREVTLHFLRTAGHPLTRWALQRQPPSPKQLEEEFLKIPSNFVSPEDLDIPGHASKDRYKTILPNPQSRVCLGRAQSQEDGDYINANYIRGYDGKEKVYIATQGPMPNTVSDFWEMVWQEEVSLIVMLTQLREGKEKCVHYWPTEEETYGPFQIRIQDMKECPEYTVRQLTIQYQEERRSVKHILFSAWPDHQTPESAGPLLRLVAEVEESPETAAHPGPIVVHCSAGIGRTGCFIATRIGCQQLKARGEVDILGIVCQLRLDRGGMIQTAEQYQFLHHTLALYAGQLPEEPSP
The depositor's hits bear a star; nt = no result given; & = joins results of further samples. Random draw from the library. About 0.79% of those tested had a hit in this group.

Every second line gives: BAP1 inh	HePTP inh
- O=C(NCc1ccccn1)c1ccc(N2CCCC2=O)cc1
→ 93	-9
- COc1ccc(-c2nnc(-c3cccc([N+](=O)[O-])c3)o2)cc1
→ nt	8
- CCN(CC)c1ccc2cc(C(=O)Nc3cccnc3N3CCOCC3)c(=O)oc2c1
→ nt	-10
- Cc1ccc(C(=O)NCc2ccc(Cl)c(Cl)c2)o1
→ 96	-11&-9
- COc1ccc(S(=O)(=O)N2CCN(C3CCC(c4ccccc4)CC3)CC2)cc1 (stereo not drawn)
→ nt	9
- CCCCOC(=O)Nc1nc(CC(=O)OCC)cs1
→ 93	4
- O=C(O)C(Cc1ccccc1)N1C(=O)/C(=C/C=C/c2ccccc2)SC1=S (stereo not drawn)
→ nt	29
- CC1Sc2sc(=S)sc2SC(C)(C)C1=O (stereo not drawn)
→ 56	nt
- COP(=O)(OC)C(Nc1cccc([N+](=O)[O-])c1)c1cccc([N+](=O)[O-])c1 (stereo not drawn)
→ nt	-2
- Cc1ccc(S(=O)(=O)NC(CC(=O)NCc2ccco2)c2ccco2)cc1 (stereo not drawn)
→ 106	12
- O=C(NCc1ccccc1)NC1(C(=O)N2CCN(c3ncccn3)CC2)CCCCC1
→ nt	1
- CCCCC(=O)Nc1ccc(N2CCN(S(C)(=O)=O)CC2)cc1
→ 76	6
- COc1cc(OC)cc(C(=O)Nc2ccc(-n3cnnn3)c(C)c2)c1
→ 97	-3
- O=C1NC2=C(C(=O)N(Cc3ccccc3)C2)C(c2ccccc2)N1 (stereo not drawn)
→ nt	8
- Cc1nc2c(o1)CCc1ccccc1C2N1CCN(C)CC1 (stereo not drawn)
→ 107	8

Whole records, quoted from the list. Screens in order: BAP1 inh | HePTP inh
`CCCCC(=O)Nc1ccc(N2CCN(S(C)(=O)=O)CC2)cc1` across the screens: 76 | 6
`CCN(CC)c1ccc2cc(C(=O)Nc3cccnc3N3CCOCC3)c(=O)oc2c1` across the screens: nt | -10

(more compounds)
Every second line gives: BAP1 inh	HePTP inh
- O=C(CN1C(=O)NC(Cc2ccccc2)C1=O)Nc1ccccc1 (stereo not drawn)
→ 95	2
- CNCC(=O)C12CC3CCC(CC(C3)C1)C2
→ nt	0
- CCOC(=O)c1[nH]c2cc3c(cc2c1NC(=O)CN1CCC2(CC1)OCCO2)OCO3
→ 272	-6
- CCOc1ccc(OCC)c(S(=O)(=O)N2CCN(C)CC2)c1
→ nt	-5
- Cn1c(C(=O)NCCCN2CCN(c3ccccc3F)CC2)cc2c(=O)[nH]c3ccccc3c21
→ 99	5
- CCN(CC)S(=O)(=O)c1cccc(-c2nnc(SCC(=O)NC)n2CCc2ccccc2)c1
→ 129	1
- Cc1ccc(C)c(N2CCN(C(=O)CC3Sc4ccccc4NC3=O)CC2)c1 (stereo not drawn)
→ nt	-2
- Cc1csc(SCC(=O)c2ccc(S(=O)(=O)N3CCOCC3)cc2)n1
→ nt	9
- CCCOc1ccc(C(=O)Nc2ccc(C)cc2[N+](=O)[O-])cc1
→ nt	-4
- COc1ccc(N(CC(=O)NCc2ccc3c(c2)OCO3)S(=O)(=O)c2c(C)nn(C)c2C)cc1
→ 84	4
- COC(=O)c1ccc(C(=O)OC)c(NC(=O)CCN2C(=O)c3ccccc3C2=O)c1
→ nt	-2
- CS(=O)(=O)N(CC(=O)Nc1ccc(Oc2ccccc2)cc1)c1ccccc1Cl
→ nt	10
- COc1ccc(-c2cc(-c3ccccc3O)[nH]n2)cc1
→ nt	0
- COc1cc(NC(=O)c2cnn3c(C(F)(F)F)cc(-c4cccs4)nc23)c(OC)cc1Cl
→ nt	8
- CCOC(=O)C1=C(C)Nc2ccccc2N=C1NC(=O)c1cccc(S(=O)(=O)N(C)C)c1
→ 77	-1

Following part:
Every second line gives: BAP1 inh	HePTP inh
- Oc1ccccc1-c1nc(NCc2ccco2)c2ccccc2n1
→ 52	1
- O=C(NCCSc1ccccc1)c1ccco1
→ 93	3
- CCCS(=O)(=O)c1c(S(=O)(=O)CCC)c2c3ccccc3ccn2c1C(=O)c1ccc(C)cc1
→ nt	4
- CCN(CC(=O)Nc1ccccc1C(=O)OC)S(=O)(=O)c1ccc(OC)cc1
→ 52	7
- CNc1nnc(-c2ccncc2)s1
→ nt	7
- Cc1c(NS(=O)(=O)c2cc(Cl)ccc2Cl)c(=O)n(-c2ccccc2)n1C
→ nt	10
- CCCNC(=O)c1c(N)n(-c2cc(OC)cc(OC)c2)c2nc3ccccc3nc12
→ 267	13
- COc1ccccc1/C=C/C=NN1CCN(Cc2ccccc2Cl)CC1
→ nt	-10
- COCC(=O)N(Cc1cc2ccc(C)cc2[nH]c1=O)c1ccc(OC)cc1
→ 100	-1
- CC(C)OC(=O)c1c(-c2ccccc2)csc1N
→ nt	-14
- CCCc1cc(=O)[nH]c(SCC(=O)N(C)C2CCS(=O)(=O)C2)n1 (stereo not drawn)
→ 139	-2
- COc1ccc(C(=O)N2CCN(C(=O)c3cccc(Cl)c3)CC2)cc1OC
→ nt	4
- CN1CCN(CC(O)COc2ccc(C(C)(C)C)cc2)CC1 (stereo not drawn)
→ nt	4
- COC(=O)c1cnn2c3c(c(C)nc12)CCCC3
→ 92	0
- O=C(CSc1nnc(Cc2ccccc2)o1)NC1CCCCC1
→ 124	6

More structures:
Every second line gives: BAP1 inh	HePTP inh
- COc1ccc(OC)c2[nH]c(=O)c(CCNS(=O)(=O)c3ccc(Cl)cc3)cc12
→ 104	11
- O=C(N/N=C/c1cccc(Br)c1)C1CC1
→ nt	1
- COc1ccc(OC)c(NC(=O)COc2c(C)cc(C)cc2C)c1
→ nt	-1
- Cc1ccc(NC(=O)c2cccc(F)c2)cc1C
→ nt	-5
- O=C(CCN1C(=O)/C(=C/c2ccc(Cl)cc2)SC1=S)Nc1nccs1
→ nt	-4
- CC1CN(Cc2c(O)ccc3c(=O)c(Oc4ccccc4Br)c(C(F)(F)F)oc23)CC(C)O1 (stereo not drawn)
→ nt	5
- COc1ccc(N2C(=O)/C(=C/c3cc4c(cc3Br)OCO4)SC2=S)cc1
→ nt	-8
- CC(NC(=O)c1cccc(F)c1)C(c1cccs1)N1CCN(C)CC1 (stereo not drawn)
→ 126	4
- Cc1ccc(-c2nnnn2CS(=O)(=O)c2ccccc2)cc1
→ 83	-1
- O=C(Nc1ccc(Cl)cn1)c1cccc(F)c1
→ 96	-6&3
- c1ccc(CN2CCC(N3CCNCC3)CC2)cc1
→ nt	7
- O=C1OC(c2ccc(Cl)cc2)=C/C1=C\c1ccc([N+](=O)[O-])cc1
→ nt	-1
- CCOc1cc(CNc2ccccc2)ccc1OC
→ nt	-11
- COc1ccc2c(c1)-c1c(ssc1=S)C(C)(C)N2C(=O)c1ccccc1OC
→ nt	8
- CC(C)(C)NC(=O)CSc1nnc(-c2ccncc2)n1Cc1ccccc1
→ 118	7

Brought forward from above: 2 compounds, then new ones.
Every second line gives: BAP1 inh	HePTP inh
- COc1ccc2c(c1)-c1c(ssc1=S)C(C)(C)N2C(=O)c1ccccc1OC
→ nt	8
- CC(C)(C)NC(=O)CSc1nnc(-c2ccncc2)n1Cc1ccccc1
→ 118	7
- O=C(COC(=O)C1CC2C=CC1C2)Nc1ccc2c(c1)OC(F)(F)O2 (stereo not drawn)
→ 98	5
- CCOc1cccc(C(=O)Nc2nnc(CSCc3ccccc3)s2)c1
→ nt	-3
- C[n+]1ccc(/C=C/c2cccc([N+](=O)[O-])c2)cc1
→ nt	-13
- Cc1ccc(O)c(-c2cc(C(F)(F)C(F)F)nc(-c3ccccc3)n2)c1
→ 69	20
- COc1ccc(CCNc2oc(Cc3cccc4ccccc34)nc2C#N)cc1OC
→ 71	7
- COc1ccccc1-c1nnc(NC(=O)c2ccc(S(=O)(=O)N(C)Cc3ccccc3)cc2)o1
→ 135	9
- CCCOc1ccccc1Nc1nnc(C)c(=O)[nH]1
→ 59	7
- Cc1c(C(=O)N2CCOCC2)[nH]c2ccc(OCc3ccccc3)cc12
→ 102	nt
- CCN(CC)C(=O)CN(c1ccccc1OC)S(=O)(=O)c1ccccc1
→ nt	10
- CC(Nc1cc(N2CCN(CCO)CC2)ccc1[N+](=O)[O-])c1ccc(Br)cc1 (stereo not drawn)
→ nt	-10
- Cc1c(-c2ccccc2)[nH]n2c(=O)cc(-c3ccccc3)nc12
→ nt	2
- Cc1ccc(OCC(=O)Nc2cccc(C(=O)Nc3ccccc3C(=O)O)c2)cc1C
→ nt	4
- CCOC(=O)N1CCN(C(=O)c2ccc(CS(=O)(=O)c3c(Cl)cccc3Cl)o2)CC1
→ 107	28
- CC(/C=C1\SC(=S)N(NC(=O)c2cccc(O)c2)C1=O)=C\c1ccccc1
→ nt	-7
- COC(=O)c1ccccc1NC(=O)c1ccc(CN2CCN(c3ccccc3)CC2)cc1
→ nt	10

Further results.
Every second line gives: BAP1 inh	HePTP inh
- CN(C)C1(C)CC2C(C/C1=N\O)C2(C)C (stereo not drawn)
→ nt	-3
- Cc1nnc(NC(=O)CSc2ccccn2)s1
→ 96	5
- CCOC(=O)c1cccc(N2C(=O)C3C4C=CC(C4)C3C2=O)c1 (stereo not drawn)
→ nt	0
- CS(=O)(=O)/N=C(\N)Nc1nc2ccccc2o1
→ nt	-1
- CCOc1ccccc1NC(=O)CSc1nnc(CNC(=O)COc2ccc(Cl)cc2)o1
→ 106	4
- COc1ccc(/C=C/C(=O)c2c(-c3ccccc3)c3cc(Br)ccc3[nH]c2=O)cc1
→ nt	8
- CCN(CC)C(=O)/C=C/c1ccc(OC)c(S(=O)(=O)N2CCCCC2)c1
→ nt	1
- CCOc1ccc(CNc2cccc(SC)c2)cc1
→ nt	3
- Cc1cc(C)[n+]2cc(Br)ccc2n1
→ nt	-3
- Cc1cccc(-n2c(=O)[nH]c3c(C(N)=O)nc(-c4ccccc4Cl)nc32)c1
→ 38*	1
- COc1ccccc1/C=C1\SC(=S)N(NC(=O)c2ccccc2Cl)C1=O
→ nt	-5
- Cc1ccc(-c2cc(C(=O)N3CCCCCC3)c3ccccc3n2)o1
→ nt	78*
- O=S(=O)(N=C(Nc1ccccn1)c1ccccc1)c1ccc(Cl)cc1
→ nt	8
- CCCC1=NN(c2ccc([N+](=O)[O-])cc2)C(=O)/C1=C\N(C)C
→ nt	-16
- O=c1c([N+](=O)[O-])c(N2CCCCCC2)c2ccccc2n1-c1ccccc1
→ nt	-10

Going on with the list:
Every second line gives: BAP1 inh	HePTP inh
- Cc1cc2c(=O)oc(-c3ccc(C(C)(C)C)cc3)nc2s1
→ 101	nt
- CC(C)Cn1c(-c2ccccc2F)n[nH]c1=S
→ 69	1
- CC(C)CC1NC(=O)N(CC(=O)c2ccc3c(c2)OCCO3)C1=O (stereo not drawn)
→ 100	9
- CC1CCc2nc(NC(=O)c3ccc(S(=O)(=O)N4CCCc5ccccc54)cc3)sc2C1 (stereo not drawn)
→ nt	4
- Cc1ccccc1/C=N/NC(=O)c1ccc(-c2ccccc2)cc1
→ nt	-18
- CCCCc1nnc(NC(=O)CCN2C(=O)/C(=C/c3ccccc3)SC2=S)s1
→ nt	-12
- O=C1C2C3C=CC(C3)C2C(=O)N1c1nccs1 (stereo not drawn)
→ 106	9
- Cc1ccc(NC(=O)CSc2nnc(Cc3cccn3C)n2-c2ccc(F)cc2)cc1
→ 91	9
- CCOC(=O)c1sc(C)c2c(=O)n(CC(=O)c3ccc(Br)cc3)nnc12
→ nt	4
- N=c1oc2ccccc2cc1C(=O)Nc1ccc(F)cc1
→ 70	nt
- CCN(CC)c1ccc(NC(=O)CN2C(=O)CC(C)(C)S(=O)(=O)c3ccccc32)c(C)c1
→ 107	12
- CCCCOC(=O)c1ccc(NC(=O)c2cnc3n(c2=O)CCS3)cc1
→ 97	-5
- Nc1nnc(Cc2ccc(Cl)c(Cl)c2)s1
→ 111	8
- CCCCc1nc2ccccc2n1Cc1nnc2n1-c1ccccc1SC2
→ 86	12
- CC(C)OC(=O)c1c(NC(=O)c2cccs2)sc2c1CCCC2
→ 60	8&4

The results go on.
Every second line gives: BAP1 inh	HePTP inh
- COc1cccc(-c2nnc(SCC(=O)Nc3cc(C)on3)o2)c1
→ 101	7
- CCc1c(C)sc(NC(=O)c2ccc(Br)o2)c1C(=O)OC
→ nt	-2
- CCOc1ccc(NC(=S)NC(NC(=O)c2ccc(Br)cc2)C(Cl)(Cl)Cl)cc1 (stereo not drawn)
→ nt	-11
- COc1ccc(N2CCn3c2nc2c3c(=O)n(CCc3ccccc3)c(=O)n2C)cc1
→ 87	7
- CCOc1cccc2c1OC1(C)CC2NC(=O)N1c1cccc(F)c1 (stereo not drawn)
→ 92	-6
- CSc1ccc(/C=C(/NC(=O)c2ccccc2)C(=O)N2CCOCC2)cc1
→ nt	0
- O=C(/C=C/c1cccc([N+](=O)[O-])c1)Nc1nc2ccccc2s1
→ nt	-1
- CCCCN(C(=O)CN1C(=O)C2CC=CCC2C1=O)c1c(N)n(CCC)c(=O)[nH]c1=O (stereo not drawn)
→ 113	9
- Cc1cc(C)n2nc(SCC(=O)c3ccc[nH]3)nc2n1
→ 111	6
- COc1ccc(CCNC(=O)COc2ccc(S(=O)(=O)N3CCOCC3)cc2)cc1OC
→ 105	7
- COc1ccc(N2C(=O)/C(=C/c3ccc(I)o3)SC2=S)cc1
→ nt	15
- Cc1ccc(S(=O)(=O)NC(C(=O)OCC(=O)NC(=O)c2cccn2C)C(C)C)cc1 (stereo not drawn)
→ 124	10
- Cc1cc(Cl)ccc1OCCCC(=O)NC1CCCCCCC1
→ nt	-8
- Cn1nnnc1SCc1ccc(C(=O)Nc2nccs2)cc1
→ 100	0
- CCN1C(=O)/C(=C\c2cc(Cl)ccc2OCCOc2cccc(OC)c2)SC1=S
→ nt	-5

Next compounds follow.
Every second line gives: BAP1 inh	HePTP inh
- CC1CCN(C(=O)c2cc3n(n2)C(C(F)(F)F)CC(c2ccccc2)N3)CC1 (stereo not drawn)
→ nt	-4
- Cc1cc(NC(=O)c2ccc(Cl)cc2Cl)ccc1NC(=O)c1ccccc1
→ nt	-2
- OCC(CO)(CO)N=Cc1c(O)ccc2ccccc12
→ 107	8
- COc1ccc(CCNc2nc(-c3ccco3)cc(C(F)(F)F)n2)cc1OC
→ nt	5
